WRN inhibitor: WRN helicase (human) inhibition; WRN helicase unwinding, fluorescent forked duplex, kinetic; Potency, µM (highest dose often 114 µM), without a hit: at the top dose activity change, negative = inhibition, usual class: inhibitors; 0.46% of 360,000 active; also: potency is read from the fitted curve at half-maximal effect; % is scaled to controls: 0 for no effect and ±100 for the full control effect; nearly all actives have a fitted effect of over 55% in size
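WRN at 20 nM final was preincubated with compound for 15 min at room temperature; reaction started with 100 nM forked duplex oligonucleotide carrying fluorophore and quencher plus 2 mM ATP (final). Unwinding followed kinetically by red fluorescence (ex 525/em 598 nm).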
PLK1 PBD block: inhibitors of human PLK1 polo-box domain binding; P53350; Plk1 PBD binding of FITC phosphopeptide, fluorescence polarization; Potency, µM, without a hit: max response, negative = inhibition, most hits filed as inhibitors; 2.8% of 360,000 active; also: potency is read from the fitted curve at half-maximal effect; series mostly up to about 57 µM; % is scaled to controls: 0 for no effect and ±100 for the full control effect; nearly all actives have a fitted effect of over 65% in size
Target sequence (P53350 whole entry, looked up, the tested form may be a part): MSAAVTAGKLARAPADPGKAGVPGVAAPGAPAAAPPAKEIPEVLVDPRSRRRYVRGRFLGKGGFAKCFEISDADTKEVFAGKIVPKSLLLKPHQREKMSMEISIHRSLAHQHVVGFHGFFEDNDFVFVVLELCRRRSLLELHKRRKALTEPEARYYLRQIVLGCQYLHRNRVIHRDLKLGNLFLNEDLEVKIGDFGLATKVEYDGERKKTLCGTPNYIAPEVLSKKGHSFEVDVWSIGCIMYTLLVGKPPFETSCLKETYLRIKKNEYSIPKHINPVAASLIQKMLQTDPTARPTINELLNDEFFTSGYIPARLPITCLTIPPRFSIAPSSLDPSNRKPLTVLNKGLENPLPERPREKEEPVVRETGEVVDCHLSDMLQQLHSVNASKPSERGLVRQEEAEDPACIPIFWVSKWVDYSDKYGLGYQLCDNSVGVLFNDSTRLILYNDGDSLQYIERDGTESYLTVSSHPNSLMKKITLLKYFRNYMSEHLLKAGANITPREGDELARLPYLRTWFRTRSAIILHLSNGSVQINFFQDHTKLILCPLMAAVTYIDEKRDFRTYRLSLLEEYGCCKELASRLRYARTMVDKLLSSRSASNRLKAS
aSyn yeast inh: inhibitors of alpha-synuclein toxicity in yeast; 0.14% of 370,000 active; Yeast expressing alpha-synuclein, growth rescue, BacTiter-Glo, 24 h; Potency, µM (series often up to 46.1 µM), for the others: top-dose growth rescue (activation), actives largely listed as activators; also: potency is read from the fitted curve at half-maximal effect; % of control where 0% means no effect; nearly all actives have a fitted effect of over 65% in size
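Readout is rescue of growth in alpha-synuclein-expressing yeast, so inhibitors of toxicity appear as activators. Growth after 24 hr at 30 deg C in galactose medium is quantified by luminescence.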
IL-2 act: activators of IL-2; activation, % (series mostly up to about 46 µM); IL-2 activation reporter assay, cell-based qHTS; stimulated with anti-CD3/CD4/CD28 beads; in transgenic mouse T cells; 0.065% of 360,000 active; in the data active = activation above about 50%; inconclusive = mostly about 30% to 49%; also: 0% is about no effect
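Unstimulated transgenic mouse T cells, 750 per well, received compound and, after 60 minutes, anti-CD3/anti-CD4 bead plus anti-CD28 stimulation. EGFP and DsRed were quantified after 18 hours.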
PI5P4K alpha inh: PI5P4K alpha (human) kinase inhibition | 1.2% of 330,000 active | P48426 | max response, % | PI5P4Kalpha enzyme, ADP-Glo luminescence, 60 min; stronger effect = lower value; active = max response of -50% or lower; inconclusive = between -30% and -50%; inactive = -30% or higher; also: value at the top dose of about 77 µM; % is scaled to controls: 0 for no effect and ±100 for the full control effect
Target sequence (P48426 whole entry, looked up): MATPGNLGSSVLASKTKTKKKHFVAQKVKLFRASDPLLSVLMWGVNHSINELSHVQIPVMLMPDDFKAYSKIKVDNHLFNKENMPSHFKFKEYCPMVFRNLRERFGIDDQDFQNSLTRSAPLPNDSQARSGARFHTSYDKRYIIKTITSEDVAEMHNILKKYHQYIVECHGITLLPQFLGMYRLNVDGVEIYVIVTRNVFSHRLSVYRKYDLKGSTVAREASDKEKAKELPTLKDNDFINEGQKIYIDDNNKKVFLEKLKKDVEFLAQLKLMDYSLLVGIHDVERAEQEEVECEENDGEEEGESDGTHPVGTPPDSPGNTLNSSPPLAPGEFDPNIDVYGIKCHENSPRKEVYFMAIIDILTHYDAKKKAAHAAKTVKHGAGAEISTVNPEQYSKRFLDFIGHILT
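PI5P4Kalpha ADP-Glo assay; 5 microM ATP final; 60 min RT reaction; HEPES pH 7.4/EGTA/CHAPS, 5% DMSO; controls lacking substrate or enzyme; luminescent end-point.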
EPAC1 antag: blocks human EPAC1 exchange factor | AID 720709 | 0.14% of 360,000 active | O95398 | EPAC1 GEF assay, Rap1b-BODIPY-GDP exchange fluorescence | Potency, µM (titrated, usually from 115 µM), for inactives: at the top dose activity change, negative = inhibition, actives largely listed as inhibitors;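 also: potency is read from the fitted curve at half-maximal effect; plate controls were vehicle for no effect and positive control for full effect; nearly all actives have a fitted effect of over 50% in size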
Abeta rescue: compounds reversing amyloid beta toxicity in yeast. yeast expressing A-beta42, growth rescue, OD600, 48 h; response scale: 0% DMSO, 100% iron-clioquinol control. Potency, µM (top dose mostly 46.1 µM), inactives show top-dose growth rescue, usual class: activators. 0.063% of 410,000 active; also: potency is read from the fitted curve at half-maximal effect; nearly all actives have a fitted effect of over 55% in size
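Yeast A-beta toxicity model in growth medium with pinned compounds, 48 h at 30 C; growth read as absorbance at 600 nm. Normalized to FeCl3/clioquinol equimolar mix (positive) and DMSO (negative).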
FUS suppressor: suppressors of FUS proteinopathy in yeast; S. cerevisiae FUS-expressing, growth rescue, OD600, 24 h; 0.24% of 390,000 active; Potency, µM (highest dose often 76.6 µM), for the others: at the highest dose growth rescue (activation), hits mostly activators;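 also: potency is read from the fitted curve at half-maximal effect; plate controls were DMSO vehicle for no effect and reference control for full effect; nearly all actives have a fitted effect of over 55% in size; some results filed as inactive show a strong effect at the top dose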
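Steps: raffinose overnight preculture; dilution to OD 0.005 in 2% galactose minimal medium; compound addition (concentration series); 24hr at 30C, 99% humidity; absorbance read at 600 nm.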
EPAC1 agonist: agonists of human EPAC1; O95398; EPAC1 agonist qHTS, biochemical assay; response scale: 100% = response to 6.5 mM cAMP; Potency, µM (top dose mostly 154 µM), without a hit: at the top dose activation, hits mostly activators; 0.073% of 360,000 active; AID 720707; also: potency is read from the fitted curve at half-maximal effect; nearly all actives have a fitted effect of over 60% in size
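Nucleotide exchange by EPAC1 (100 nM) on Rap1B–BODIPY-GDP (250 nM) in the presence of 50 uM GDP is tracked fluorescently at 480/540 nm over 30 min. Signals are normalized to a 6.5 mM cAMP control.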
The depositor's hits bear a star; ? = inconclusive; / = no result given; & = joins results of further samples; [ ] = dose if it differs, or a comment. Unless noted, calls follow the shape of the dose curve; as a rule, active = well fitted curve in the direction sought with a large enough effect; inconclusive = small, poorly fitted or top-dose-only effect, or another doubt; inactive = no such curve, though single readings can be large; an effect the other way counts as inactive or inconclusive. Not a hit list; about 4.1% have a hit in one of these screens.

SMILES | WRN inhibitor | PLK1 PBD block | aSyn yeast inh | IL-2 act | PI5P4K alpha inh | EPAC1 antag | Abeta rescue | FUS suppressor | EPAC1 agonist
COc1cc(/C=C2/C(=N)N3N=C(C)SC3=NC2=O)ccc1OS(=O)(=O)c1ccc(C)cc1 | -29% | 21µM* | -1% | 0.0 | -18 | ? | -3% | 37% | 0%
O=C(c1ccccn1)N1CC=C(c2ccccc2)CC1 | 3% | -7% | -2% | 3.4 | 12 | -23% | -12% | 18% | 7%
CCOc1ccc(Br)cc1/C=N/NC(=O)c1ccncc1 | 1% | -8% | -3% | -0.4 | 6 | -2% | 0% | 13% | 5%
Cc1ccc(CSCC(=O)Nc2c(C)n(C)n(-c3ccccc3)c2=O)cc1 | 1% | -17% | -2% | 1.4 | 6 | 6% | 11% | / | 8%
CCCCn1cnc2c(SCc3ccc(Br)cc3)nc(N)nc21 | -10% | -7% | -2% | -0.7 | 2 | 5% | 13% | -2% | 20%
COc1ccc(N=c2oc3cc(O)ccc3cc2C(=O)Nc2ccccn2)cc1OC | -7% | 3% | -7% | 6.5 | -11 | -1% | -4% | -44% | 16%
CC(=O)OCC(=O)N1CCN(c2ccc([N+](=O)[O-])cc2)CC1 | -12% | -4% | 1% | 0.4 | -3 | 1% | -20% | -11% | -3%
O=C(O)c1ccc(N/N=C/c2cn(Cc3ccccc3F)c3ccccc23)cc1 | -15% | 30µM* | 5% | -2.3 | -2 | ? | 19% | 44% | -2%
COc1ccc(CCNC(=O)C2CCN(c3nccc(C)n3)CC2)cc1 | -2% | -14% | -7% | -0.5 | -2 | 12% | 1% | 3% | -8%
COCCCN1C(=O)c2ccc(C(=O)Nc3ccc(C)cc3C)cc2C1=O | 1% | -13% | -9% | 0.4 | 7 | -4% | 3% | -13% | -9%
Cc1ccccc1CN(C)C(C)C(=O)Nc1ccccc1F (stereo not drawn) | -5% | -4% | -8% | -0.3 | 12 | -4% | 0% | -17% | 6%
CCN(CC(=O)Nc1ccccc1C(F)(F)F)CC(=O)c1[nH]c(C)c(C(C)=O)c1C | 7% | -13% | -4% | -4.2 | -7 | 8% | 6% | 4% | 1%
CCOC(=O)Nc1ccc2c(COC(=O)CN(C)S(=O)(=O)c3ccc(C)cc3)cc(=O)oc2c1 | -18% | 9% | 0% | -1.4 | -17 | 9% | -6% | 36% | 9%
Cc1nnc(SCc2ccc(C(=O)O)cc2)s1 | -1% | 1% | 7% | -1.7 | -3 | -7% | 10% | 3% | 3%
COC(=O)[C@@]1(Cc2ccc(F)cc2)[C@H]2c3cc(C(=O)N4CCCC4)n(Cc4ccc(OC(F)(F)F)cc4)c3C[C@H]2CN1C(=O)c1ccccc1 | -12% | -4% | 10% | -1.1 | 2 | -21% | -3% | ? | -17%
Cc1cc(C)n(CC(=O)N/N=C/c2ccco2)n1 | 8% | -6% | 19% | -0.2 | 0 | -8% | 9% | 11% | 8%
COc1ccc(/C=N/NC(=O)CCNc2n[nH]c(=O)[nH]c2=O)c(OC)c1 | 4% | -2% | -6% | -0.7 | -1 | 3% | 3% | 2% | 12%
CC1=C(C#N)c2nc(N)c(C#N)c(C)c2/C1=C\c1ccc(-c2ccccc2C(=O)O)o1 | 25µM* | 27µM* | -6% | 1.9 | -72* | ? | 5% | 35% | 5%
O=C1NC[C@@H](c2ccccc2)OC(=O)[C@H](Cc2ccc(F)cc2)CC/C=C/C[C@H]1CC(=O)N(CCO)Cc1ccccc1 | -3% | -1% | -2% | -0.8 | -9 | -14% | -18% | ? | -4%
COc1ccc(/C=N/Nc2ccc(C(=O)O)cc2)cc1OC | -6% | -3% | 1% | -0.2 | -9 | 0% | 13% | 1% | 15%
c1cncc(-c2csc(NCc3ccco3)n2)c1 | -9% | -13% | -2% | -3.4 | -3 | 18% | 6% | 11% | 7%
COc1ccc2[nH]c(C(=O)O)c(NS(=O)(=O)c3ccc(Cl)s3)c2c1 | -10% | -13% | -2% | -3.5 | -7 | 11% | -6% | 22% | -3%
CCOC(=O)c1cc2c(ccn2C)n1CC(=O)N1C(C)CCCC1C (stereo not drawn) | 3% | -2% | -2% | 0.1 | 3 | 0% | 11% | -10% | 7%
CCOC(=O)N1CCN(C(=O)C2CCN(S(=O)(=O)c3cc(C)ccc3OC)CC2)CC1 | 5% | -3% | 0% | 1.5 | -1 | -2% | 1% | 15% | -3%
CCOP(=O)(OCC)c1nc(-c2ccccc2)oc1NCc1ccccc1 | -13% | 5% | 5% | 0.2 | -9 | -4% | -21% | 8% | 6%
COc1ccccc1C(=O)NC(=O)CSc1nc2nc(C)cc(C)n2n1 | -23% | -4% | 8% | 0.5 | -3 | -3% | 12% | 17% | -7%
C[C@H]1CN=C(Nc2ccccc2)N1CCCC1CCCC1 | 4% | ? | 3% | -4.1 | -2 | -7% | 5% | -11% | -6%
CN1/C(=C\C=N\O)C(C)(C)c2ccccc21 | -6% | -8% | 7% | -3.2 | 5 | -3% | 7% | -4% | -9%
Cc1ccc(C(=O)NNC(=O)C2CCN(c3nc(C)cc(C)n3)CC2)cc1 | -12% | -3% | 0% | -0.7 | / | -3% | -2% | 2% | 4%
O=c1c(-c2ccnn2-c2cccc(Cl)c2)cnc2n1CCS2 | -9% | 0% | 0% | -0.3 | 2 | 6% | -1% | 15% | 1%
O=C(CSc1nnnn1-c1cccnc1)Nc1ccc(F)cc1F | -11% | -9% | -9% | 5.1 | 1 | -8% | -11% | / | -2%
Cc1cccc(NCCC(=O)c2ccc([N+](=O)[O-])cc2)c1C | -12% | ? | -43%[inhibitor] | -3.5 | -4 | -5% | -9% | -3% | -6%
Cc1ccc(NC(=O)c2ccccc2F)c(NC(=O)c2ccccc2F)c1 | -13% | -16% | -11% | -0.8 | 6 | 2% | 17% | ? | 19%
CCC(Sc1nc(N)c(NC(=O)c2ccc(OC)cc2)c(=O)[nH]1)C(=O)O (stereo not drawn) | 2% | -8% | 1% | 1.2 | -2 | 21% | -1% | 3% | 8%
CCC(C)c1ccc(O)c(NC(=S)NC(=O)c2cccs2)c1 (stereo not drawn) | -13% | -2% | 13µM* | -4.2 | -9 | -13% | ? | 8% | 4%
COc1ccc2oc(=O)c(C(=O)Nc3cccc(C)c3)cc2c1 | 2% | -3% | 3% | -1.0 | -4 | 9% | -9% | 9% | -4%

Sorted by the number under PI5P4K alpha inh (falling): 7 of the compounds above.
SMILES	PI5P4K alpha inh
Cc1ccc(NC(=O)c2ccccc2F)c(NC(=O)c2ccccc2F)c1	6
CN1/C(=C\C=N\O)C(C)(C)c2ccccc21	5
O=C(CSc1nnnn1-c1cccnc1)Nc1ccc(F)cc1F	1
CCC(Sc1nc(N)c(NC(=O)c2ccc(OC)cc2)c(=O)[nH]1)C(=O)O (stereo not drawn)	-2
COc1ccccc1C(=O)NC(=O)CSc1nc2nc(C)cc(C)n2n1	-3
Cc1cccc(NCCC(=O)c2ccc([N+](=O)[O-])cc2)c1C	-4
CCC(C)c1ccc(O)c(NC(=S)NC(=O)c2cccs2)c1 (stereo not drawn)	-9

Returning to the listing, repeating the four entries before the break.
SMILES | WRN inhibitor | PLK1 PBD block | aSyn yeast inh | IL-2 act | PI5P4K alpha inh | EPAC1 antag | Abeta rescue | FUS suppressor | EPAC1 agonist
Cc1ccc(NC(=O)c2ccccc2F)c(NC(=O)c2ccccc2F)c1 | -13% | -16% | -11% | -0.8 | 6 | 2% | 17% | ? | 19%
CCC(Sc1nc(N)c(NC(=O)c2ccc(OC)cc2)c(=O)[nH]1)C(=O)O (stereo not drawn) | 2% | -8% | 1% | 1.2 | -2 | 21% | -1% | 3% | 8%
CCC(C)c1ccc(O)c(NC(=S)NC(=O)c2cccs2)c1 (stereo not drawn) | -13% | -2% | 13µM* | -4.2 | -9 | -13% | ? | 8% | 4%
COc1ccc2oc(=O)c(C(=O)Nc3cccc(C)c3)cc2c1 | 2% | -3% | 3% | -1.0 | -4 | 9% | -9% | 9% | -4%
CSC1=NC2(C[C@H]2c2ccccc2)C(=O)N1C (stereo partly drawn) | -31% | -10% | -4% | 1.3 | 6 | -30% | -1% | -5% | -3%
CC(=O)Nc1ccc(N=Cc2nc(-c3ccc(C)cc3)oc2O)cc1 | -16% | -13% | -4% | -1.8 | -7 | 16% | 1% | -2% | 12%
Cc1cc(C)n(CCCNCC(O)c2ccccc2)n1 (stereo not drawn) | 0%&6% | -5%&6% | -2%&-6% | 0.1&-0.9 | 0&1 | 1%&1% | 2%&10% | -8%&-26% | 1%&2%
O=C(CN1CCN(S(=O)(=O)N2CCCCC2)CC1)Nc1cc(Cl)ccc1Cl | 1% | -8% | -1% | -0.2 | -6 | 7% | 1% | 11% | 6%
O=C(CNC(=O)c1sc2ccccc2c1Cl)Nc1ccccc1F | -8% | -3% | -3% | -1.1 | -8 | -9% | 12% | 9% | ?
COc1ccc(CCCNC(=O)C2Cc3c(-c4cccc(NC(C)=O)c4)ccnc3O2)cc1 (stereo not drawn) | 0%[57.1 µM] | -1% | -2% | -0.9 | 1 | -10% | -4% | 23% | -17%
O=c1c2cccnc2n(-c2ccccc2)n1Cc1c(Cl)cccc1Cl | -10% | -27% | 0% | 0.3 | 0 | -17% | 14% | 26% | 10%
OCCC1CN(Cc2cccn2-c2nccs2)CCN1C1CCCCC1 (stereo not drawn) | -1% | -4% | 5% | -0.1 | 2 | 6% | 2% | 3% | 6%
O=C(NC(NC(=S)Nc1cccc(Cl)c1)C(Cl)(Cl)Cl)OCc1ccccc1 (stereo not drawn) | -22% | -6% | -2% | -0.4 | / | -4% | -7% | 9% | 9%

Screening results (PubChem BioAssay)
